Screening results from PubChem BioAssay.
TRb SRC2 PPI – qHTS for Inhibitors of the Interaction of Thyroid Hormone Receptor and Steroid Receptor Coregulator 2; Thyroid hormone receptor beta (Homo sapiens), P10828; TRbeta-SRC2 peptide binding, fluorescence polarization; receptor liganded with 1 µM T3; Potency, µM (highest dose often 106 µM), for inactives: top-dose activity change, negative = inhibition, hits mostly inhibitors; 280,000 tested, 0.065% active; AID 1469, 2008;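 note: plate controls were bound peptide for no effect and peptide without receptor for full effect; nearly all actives have a fitted effect of over 50% in size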
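A fluorescence polarization screen tested compounds at multiple concentrations against complex formation between 0.6 uM TRb ligand-binding domain and 20 nM Texas Red SRC2 peptide, with 1 uM T3 present; readout after 5 hr.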
GAA inhib – qHTS Assay for Inhibitors of Human alpha-Glucosidase as a Potential Chaperone Treatment of Pompe Disease; Potency, µM (series often up to 76.9 µM), for inactives: top-dose activity change, negative = inhibition, usual class: inhibitors; 200,000 tested, 0.005% active; AID 1466, 2008; purified human GAA, 4-MU-alpha-glucoside fluorescence; Lysosomal alpha-glucosidase (Homo sapiens), P10253;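 note: plate controls were uninhibited enzyme wells for no effect and no-enzyme background for full effect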
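Fluorogenic assay: 4 nM human alpha-glucosidase with 400 uM 4-methylumbelliferyl-alpha-D-pyranoside in 50 mM citrate/phosphate, 0.005% Tween-20, pH 5.0, 20 min at room temperature. Compounds tested up to 77 uM; AC50 from Hill fits.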
GAA glycogen mod – qHTS Assay for Inhibitors and Activators of Human alpha-Glucosidase Cleavage of Glycogen | AID 2100, 2009 | Lysosomal alpha-glucosidase (Homo sapiens), P10253 | recombinant GAA, glycogen substrate, Amplex Red glucose oxidase fluorescence | Potency, µM (titrated, usually from 76.4 µM), inactives show at the top dose activity change, negative = inhibition, usual class: inhibitors | 300,000 tested, 0.38% active;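 note: 0% = full enzyme reaction and -100% = no-enzyme basal signal; the screen sought inhibitors and activators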
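Recombinant enzyme (4 nM final) with compounds titrated up to 77 uM and bovine liver glycogen (30 ug) in citrate pH 5.0, 0.01% Tween-20, 37 C 40 min. Released glucose detected by Amplex Red/glucose oxidase (Ex 573/Em 610); AC50 from Hill fits.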
GoLoco inh red – qHTS Assay for Inhibitors of RGS12 GoLoco Motif Activity (Red Fluorophore). Gai1:RGS12 GoLoco peptide FP, rhodamine, 10 min. Potency, µM (top dose mostly 61.6 µM), for inactives: at the highest dose activity, negative = inhibition, actives largely listed as inhibitors. 230,000 tested, 0.44% active. AID 880, 2007; active = well fitted inhibition curve with a large enough effect, not every such curve was filed as active; inactive = no such curve, though single readings can be large or run the other way; note: nearly all actives have a fitted effect of over 30% in size; many of its hits are not listed in these tables
Target sequence (P63096 whole entry, looked up): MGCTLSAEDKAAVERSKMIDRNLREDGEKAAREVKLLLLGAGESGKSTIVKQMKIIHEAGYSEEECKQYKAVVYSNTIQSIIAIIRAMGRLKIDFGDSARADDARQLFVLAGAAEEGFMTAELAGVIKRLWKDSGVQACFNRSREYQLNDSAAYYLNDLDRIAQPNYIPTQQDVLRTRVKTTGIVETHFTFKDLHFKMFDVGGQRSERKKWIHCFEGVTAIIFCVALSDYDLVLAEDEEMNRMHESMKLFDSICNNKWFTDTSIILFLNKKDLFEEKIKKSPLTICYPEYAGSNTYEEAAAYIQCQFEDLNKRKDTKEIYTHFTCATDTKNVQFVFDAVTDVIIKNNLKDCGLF
TR SRC2 fluor cs – Total Fluorescence Counterscreen for Inhibitors of the Interaction of Thyroid Hormone Receptor and Steroid Receptor Coregulator 2; TRb/SRC2 Texas Red total fluorescence interference; Potency, µM (titrated, usually from 106 µM), for inactives: top-dose fluorescence change, negative = quenching; 280,000 tested, 0.29% active; active = well fitted curve in either direction with a large enough effect; inconclusive = small, poorly fitted or top-dose-only effect
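Human TRb ligand-binding domain at 0.6 uM with 20 nM Texas Red SRC2 peptide in Tris buffer containing 1 uM T3 and 5% DMSO, incubated with compound 5 h at ambient temperature. Total fluorescence (555/632 nm) calculated as parallel + 2 × perpendicular.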
aGlu spleen mod – qHTS Assay for Inhibitors and Activators of Human alpha-Glucosidase From Spleen Homogenate | AID 2112, 2009 | Potency, µM (series often up to 79.9 µM), for inactives: at the top dose activity change, negative = inhibition, hits mostly inhibitors | 240,000 tested, 0.006% active | Lysosomal alpha-glucosidase (Homo sapiens), P10253 | human spleen homogenate, 4-MU-alpha-glucoside fluorescence;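 note: 0% = enzyme with vehicle and -100% = no enzyme basal signal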
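Human spleen homogenate (1 ug) incubated with compounds and 1 mM 4-methylumbelliferyl-alpha-D-glucopyranoside in pH 5.0 citrate/phosphate buffer, 37 C, 40 min. Stopped at pH 10; 4-MU fluorescence (Ex 365/Em 440 nm); AC50 by Hill fit.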
L3MBTL1 inh – qHTS Assay for the Inhibitors of L3MBTL1 | Lethal(3)malignant brain tumor-like protein 1 (Homo sapiens), Q9Y468 | 230,000 tested, 0.66% active | AlphaScreen L3MBTL1–H3K9me1 peptide binding | Potency, µM (series often up to 57.1 µM), without a hit: at the top dose activity, negative = inhibition, most hits filed as inhibitors; note: nearly all actives have a fitted effect of over 60% in size
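AlphaScreen proximity signal between nickel-chelate acceptor and streptavidin donor beads (final 10 ug/mL) reports binding of 50 nM L3MBTL1 to 75 nM biotin-H3 K9me1 peptide; complex incubated with compounds 30 min at room temperature; cefsulodin titration as control.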
RECQ1 inh – qHTS Assay for Inhibitors of RecQ-Like Dna Helicase 1 (RECQ1). RECQ1 DNA unwinding, red fluorescence kinetic read. Potency, µM (series often up to 57.3 µM), for the others: at the highest dose activity, negative = inhibition, actives largely listed as inhibitors. 240,000 tested, 0.54% active. AID 2549, 2010;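 note: plate controls were vehicle for no effect and no enzyme for full effect; nearly all actives have a fitted effect of over 30% in size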
Target sequence (P46063 whole entry, looked up): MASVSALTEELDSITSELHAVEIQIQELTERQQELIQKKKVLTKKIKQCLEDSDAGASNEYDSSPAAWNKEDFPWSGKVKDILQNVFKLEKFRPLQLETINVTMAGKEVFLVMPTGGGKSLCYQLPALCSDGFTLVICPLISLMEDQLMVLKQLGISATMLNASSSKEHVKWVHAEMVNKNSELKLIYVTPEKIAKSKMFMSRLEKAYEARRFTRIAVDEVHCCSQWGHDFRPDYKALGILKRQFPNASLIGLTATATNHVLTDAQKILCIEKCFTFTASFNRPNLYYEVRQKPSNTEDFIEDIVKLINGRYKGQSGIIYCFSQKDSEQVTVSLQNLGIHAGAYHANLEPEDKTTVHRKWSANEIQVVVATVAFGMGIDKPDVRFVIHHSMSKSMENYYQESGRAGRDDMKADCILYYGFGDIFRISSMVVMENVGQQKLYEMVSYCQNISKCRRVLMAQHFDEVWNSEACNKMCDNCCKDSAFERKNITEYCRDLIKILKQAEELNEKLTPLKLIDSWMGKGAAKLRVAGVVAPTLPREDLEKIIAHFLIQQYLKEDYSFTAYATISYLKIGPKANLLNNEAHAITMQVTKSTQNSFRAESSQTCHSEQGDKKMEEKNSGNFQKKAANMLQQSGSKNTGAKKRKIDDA
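RECQ1T1 50 nM; forked duplex (20 bp + 30-nt ss tails) 200 nM, ATP 2 mM final; pH 8.0, 2 mM MgCl2, 2.5 ug/ml poly(dI-dC); 15 min compound preincubation; discontinuous kinetic read over 2 h at RT.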
* = called active by the depositor; i = inactive; ? = inconclusive; nt = no result given; & = joins results of further samples; [ ] = dose if it differs, or a comment. Unless noted, calls come from the whole dose curve; as a rule, active = well fitted curve in the direction sought with a large enough effect; inconclusive = small, poorly fitted or top-dose-only effect, or another doubt; inactive = no such curve, though single readings can be large; an effect the other way counts as inactive or inconclusive. Unless noted, % is set by controls: 0 for no effect and ±100 for the full control effect; potency is the fitted concentration of half-maximal effect. Not all compounds are listed. The share of hits here may be higher or lower than overall.

SMILES	TRb SRC2 PPI	GAA inhib	GAA glycogen mod	GoLoco inh red	TR SRC2 fluor cs	aGlu spleen mod	L3MBTL1 inh	RECQ1 inh
O=C(Nc1ncn[nH]1)c1ccc(Cl)c(S(=O)(=O)N2CCCCCC2)c1	-5%	-5%	8%	4%	-3%	-14%	nt	i
COc1ccc(NC(=O)c2nc[nH]c2C(=O)NCC(=O)OC(C)(C)C)cc1	6%	nt	-2%	-1%	-2%	7%	nt	i
COc1ccc2oc(C(=O)c3ccccc3)c(N)c2c1	1%	-26%	0%	4%	-2%	-3%	5%	4%
CCOC(=O)NC(=O)/C(C=Nc1ccc(Cl)cc1)=C(\C)O	4%	-5%	-9%	5%	0%	5%	9%	-1%
CC(=O)c1c(C)[nH]c(C(=O)OCC(=O)N2c3ccccc3NC(=O)C2(C)C)c1C	14%[53 µM]	-2%	0%	-9%	-1%[53 µM]	6%	-4%	-2%
Cc1nc(NCc2ccco2)nc2c1C(=O)CC(C)C2 (stereo unspecified)	-1%	1%	0%	8%	-2%	-17%	nt	i
O=C(O)/C=C/C(=O)NCc1ccccn1	-2%	0%	4%	-28%	6%	6%	nt	-18%
O=C(COC(=O)Cc1ccccc1F)Nc1cc(S(=O)(=O)N2CCOCC2)ccc1N1CCCC1	3%	-1%	6%	26%	-9%	6%	-14%	3%
CN(C)/C=C/c1oc2ccc(O)cc2c1[N+](=O)[O-]	-9%	-1%	?	15%	-10%	3%	-11%	-4%
CC(=O)N=C1SC2CS(=O)(=O)CC2N1Cc1ccc(C)cc1 (stereo unspecified)	4%	nt	-4%	2%	-2%	0%	2%	-4%
O=C(NNC(=S)Nc1ccccc1)c1ccncc1	-3%	?	?	1%	-6%	-13%	-1%	-2%
COc1cc2cc(C)c3nnc(SCC(=O)Nc4cc(C)on4)n3c2cc1OC	-7%	7%	8%	7%	-3%	25%	nt	0%

10 entries from above, arranged by number of heavy atoms, ascending.
SMILES	TRb SRC2 PPI	GAA inhib	GAA glycogen mod	GoLoco inh red	TR SRC2 fluor cs	aGlu spleen mod	L3MBTL1 inh	RECQ1 inh
O=C(O)/C=C/C(=O)NCc1ccccn1	-2%	0%	4%	-28%	6%	6%	nt	-18%
CN(C)/C=C/c1oc2ccc(O)cc2c1[N+](=O)[O-]	-9%	-1%	?	15%	-10%	3%	-11%	-4%
O=C(NNC(=S)Nc1ccccc1)c1ccncc1	-3%	?	?	1%	-6%	-13%	-1%	-2%
COc1ccc2oc(C(=O)c3ccccc3)c(N)c2c1	1%	-26%	0%	4%	-2%	-3%	5%	4%
CCOC(=O)NC(=O)/C(C=Nc1ccc(Cl)cc1)=C(\C)O	4%	-5%	-9%	5%	0%	5%	9%	-1%
CC(=O)N=C1SC2CS(=O)(=O)CC2N1Cc1ccc(C)cc1 (stereo unspecified)	4%	nt	-4%	2%	-2%	0%	2%	-4%
O=C(Nc1ncn[nH]1)c1ccc(Cl)c(S(=O)(=O)N2CCCCCC2)c1	-5%	-5%	8%	4%	-3%	-14%	nt	i
COc1ccc(NC(=O)c2nc[nH]c2C(=O)NCC(=O)OC(C)(C)C)cc1	6%	nt	-2%	-1%	-2%	7%	nt	i
CC(=O)c1c(C)[nH]c(C(=O)OCC(=O)N2c3ccccc3NC(=O)C2(C)C)c1C	14%[53 µM]	-2%	0%	-9%	-1%[53 µM]	6%	-4%	-2%
O=C(COC(=O)Cc1ccccc1F)Nc1cc(S(=O)(=O)N2CCOCC2)ccc1N1CCCC1	3%	-1%	6%	26%	-9%	6%	-14%	3%

(continued)
SMILES	TRb SRC2 PPI	GAA inhib	GAA glycogen mod	GoLoco inh red	TR SRC2 fluor cs	aGlu spleen mod	L3MBTL1 inh	RECQ1 inh
COc1cccc(C(=O)CC(C(=O)O)c2ccc(F)cc2)c1 (stereo unspecified)	3%	-8%	-7%	4%	-2%	0%	-13%	i
Cc1noc(/C=C/c2cccs2)c1S(=O)(=O)N1CCC(C(=O)NCCCN2CCC(C)CC2)CC1	5%	-3%	4%	9%	-3%	5%	nt	-7%
Nc1c(S(=O)(=O)c2ccccc2)c2nc3ccccc3nc2n1CCN1CCOCC1	-1%	?	-16%	8%	-1%	2%	2%	0%
CCOC(=O)NC(=O)c1cn(N(C)c2ncc(C(F)(F)F)cc2Cl)c(=O)[nH]c1=O	-8%	-2%	-15%	5%	1%	6%	-10%	-6%
CCN(CC)S(=O)(=O)c1ccc(OC)c(NC(=O)c2cc(=O)[nH]c3ccccc23)c1	2%	-4%	-8%	6%	-3%	-2%	-4%	-2%
COCCN1Cc2cccc(C(=O)NCc3ccc4c(c3)OCO4)c2C1=O	-8%	4%	?	6%	-1%	2%	-4%	-8%
COc1ccccc1OCCC(=O)OCC(=O)NCc1ccccc1	-3%	1%	-3%	3%	2%	3%	2%	-11%
Cn1c(=O)cc(NCc2ccccc2)[nH]c1=O	-13%	2%	2%	-13%	2%	-5%	nt	-15%
CN(c1cc(=O)n2ccccc2n1)C1CCCCC1	-3%	1%	2%	5%	1%	6%	2%	i
CCn1cc(/C=C/C(=O)Nc2ccn(Cc3c(F)c(F)cc(F)c3F)n2)cn1	6%	-2%	-6%	8%	0%	-5%	1%	-2%
CNc1oc(C)nc1S(=O)(=O)c1ccc(C)cc1	-7%	2%	-5%	-4%	2%	4%	2%	-9%
CCOC(=O)c1c(NC(=O)c2nn(C)cc2[N+](=O)[O-])sc(C)c1C	0%	-13%	-4%	6%	-2%	6%	2%	i
CC(C)(C)CN1CCNC(=O)C1CC(=O)NCCN1CCCc2ccccc21 (stereo unspecified)	4%	nt	?	-17%	4%	-26%	-12%	1%
O=C1c2ccccc2C(Nc2ccc(S(=O)(=O)N3CCCCCC3)cc2)N1Cc1ccco1 (stereo unspecified)	1%	-8%	1%	-10%	-1%	1%	nt	-16%
Cc1cc(NC(=O)c2ccccc2Oc2ccccc2)no1	4%	?	-1%	0%	-5%	-7%	-7%	-4%
Oc1c(C=Nc2ccc(Cl)cn2)sc2ccccc12	4%	nt	-2%	13%	0%	-4%	-7%	0%
CCNc1nc(NCC)nc(C(=O)OCCO)n1	2%	-8%	9%	-3%	-4%	-11%	nt	-14%
Cn1cccc1-c1nc2ccc(NC(=O)c3ccco3)cc2[nH]1	7%	-6%	4%	8%	-7%	-2%	nt	0%
COCCNC(=O)[C@H]1C[C@@H]1[C@H](NP(=O)(c1ccccc1)c1ccccc1)c1ccccc1	1%&15%	5%	-9%	0%&0%	-3%&1%	7%&-4%	-14%	2%
N#Cc1sc(C(N)=O)c(-c2ccccc2)c1-c1ccccc1	-6%	6%	4%	8%	-1%	5%	-4%	-12%
COc1ccc(CCNC(=O)CSc2nc3ccccc3o2)cc1	-5%	-5%	-31%	9%	-6%	0%	nt	-10%
COc1nc(NCCc2ccc(OC)c(OC)c2)nc(OC)n1	-12%	-3%	-1%	4%	-1%	-1%	nt	-6%
N#C/C(=C(/O)CN1CCOCC1)c1nc(-c2ccccc2)cs1	-14%	-2%	2%	10%	0%	8%	-7%	-12%
Cc1cccn2c(=O)c3cc(C(=O)NC4CCCC4)c(=N)n(C4CCCC4)c3nc12	5%	12%	-7%	-1%	1%	-3%	13%	-1%

Part of the list above, limited to GoLoco inh red:
structure | GoLoco inh red
Oc1c(C=Nc2ccc(Cl)cn2)sc2ccccc12 | 13%
CCNc1nc(NCC)nc(C(=O)OCCO)n1 | -3%

Remaining list, next part.
SMILES	TRb SRC2 PPI	GAA inhib	GAA glycogen mod	GoLoco inh red	TR SRC2 fluor cs	aGlu spleen mod	L3MBTL1 inh	RECQ1 inh
COc1cc(CNCc2cccs2)ccc1OCC(=O)NC(C)(C)C	2%	-3%	4%	4%	-5%	-9%	7%	-10%
COC(=O)c1sc(NC(=O)/C=C/c2ccccc2Cl)nc1C	-4%	-2%	-1%	13%	-3%	-8%	nt	i
CN(C)C(=O)CSc1nc2ccccc2n1CC(=O)N1CCN(c2ccccc2)CC1	-5%	-1%	-4%	0%	-1%	-7%	1%	-3%
Cc1ccc(-c2csc(NC(=O)CSc3nc4ccccc4o3)n2)cc1	-2%	1%	8%	2%	0%	2%	5%	-13%
CCn1cc(C(=O)OCC(=O)c2ccccc2)c(=O)c2ccc(C)nc21	1%	2%	-5%	7%	0%	1%	nt	-4%
O=C(O/N=C(\c1ccccc1)c1ccncc1)c1ccccc1F	5%	?	16%	17%	-3%	-2%	-5%	-1%
COC(=O)c1sccc1NC(=S)Nc1cc(C)cc(C)c1	4%	-1%	-11%	-2%	0%	6%	0%	-3%
COCCCNC(=S)Nc1ccccc1C	4%	-1%	-1%	4%	-6%	-10%	6%	2%
COc1ccc(NC(=O)C2CC(=O)OC23CCCCC3)cc1 (stereo unspecified)	-9%	-5%	5%	8%	-2%	3%	2%	-2%
Cc1ccc(OCC(=O)Nc2cc(C)on2)c([N+](=O)[O-])n1	0%	6%	-3%	11%	-5%	7%	3%	i
CC(=O)Nc1cc(C(=O)NCc2ccco2)ccc1Sc1ccc(C)cc1	7%	-6%	-5%	4%	0%	5%	-14%	i
COc1ccc(OC(C)C(=O)Nc2cccc(F)c2)cc1 (stereo unspecified)	0%	nt	11%	-9%	0%	3%	13%	i
O=C(O)COc1ccc(-c2nccc(-c3cccs3)n2)cc1	-5%	-3%	-11%	31%[activator]	0%	-2%	0%	-12%
